Screens (PubChem)
LMNA splice mod: modulators of lamin A splicing; HeLa LMNA splicing GFP/RFP minigene ratio, 48 h; Potency, µM (titrated, usually from 46.1 µM), without a hit: at the highest dose ratio change, negative = inhibition, actives largely listed as inhibitors; 200,000 compounds, 0.01% hits; AID 1487; active means well fitted inhibition curve with a large enough effect in the signal ratio, with a control signal flat, not every such curve was filed as active; inconclusive means small, poorly fitted or top-dose-only effect, or effect the other way, or a change in a side signal; the % refers to the signal ratio; further: on the % scale 0 is the no-effect control and ±100 the full control effect
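Read-out is the ratio of GFP to DsRed2 object intensity, acquired by 488 nm laser-scanning cytometry on HeLa lamin A-EGFP minigene reporter cells. Compound incubation 48 hrs at 37 °C in Opti-MEM with 2% FBS; DMSO 0.5% final.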
JMJD2E inh: blocks human JMJD2E demethylase activity. B2RXH2. JMJD2E catalytic domain, FDH-coupled NADH fluorescence (FDH is formaldehyde dehydrogenase). Potency, µM (series often up to 57.1 µM), inactives show at the highest dose activity change, negative = inhibition, hits mostly inhibitors. 230,000 compounds, 1.6% hits. AID 2147; active means well fitted inhibition curve with a large enough effect, not every such curve was filed as active; inconclusive means small, poorly fitted or top-dose-only effect, or another doubt; inactive means no such curve, though single readings can be large or run the other way;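 further: 0% = wells with enzyme and -100% = buffer wells without enzyme; nearly all actives have a fitted effect of over 50% in size; many of its hits are not listed in these tables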
L3MBTL1 block: L3MBTL1 (human) inhibition. Q9Y468. AlphaScreen L3MBTL1–H3K9me1 peptide binding. Potency, µM (series often up to 57.1 µM), inactives show at the top dose activity, negative = inhibition, actives largely listed as inhibitors. 230,000 compounds, 0.66% hits; further: on the % scale 0 is the no-effect control and ±100 the full control effect; nearly all actives have a fitted effect of over 60% in size
Target sequence (Q9Y468 whole entry, looked up): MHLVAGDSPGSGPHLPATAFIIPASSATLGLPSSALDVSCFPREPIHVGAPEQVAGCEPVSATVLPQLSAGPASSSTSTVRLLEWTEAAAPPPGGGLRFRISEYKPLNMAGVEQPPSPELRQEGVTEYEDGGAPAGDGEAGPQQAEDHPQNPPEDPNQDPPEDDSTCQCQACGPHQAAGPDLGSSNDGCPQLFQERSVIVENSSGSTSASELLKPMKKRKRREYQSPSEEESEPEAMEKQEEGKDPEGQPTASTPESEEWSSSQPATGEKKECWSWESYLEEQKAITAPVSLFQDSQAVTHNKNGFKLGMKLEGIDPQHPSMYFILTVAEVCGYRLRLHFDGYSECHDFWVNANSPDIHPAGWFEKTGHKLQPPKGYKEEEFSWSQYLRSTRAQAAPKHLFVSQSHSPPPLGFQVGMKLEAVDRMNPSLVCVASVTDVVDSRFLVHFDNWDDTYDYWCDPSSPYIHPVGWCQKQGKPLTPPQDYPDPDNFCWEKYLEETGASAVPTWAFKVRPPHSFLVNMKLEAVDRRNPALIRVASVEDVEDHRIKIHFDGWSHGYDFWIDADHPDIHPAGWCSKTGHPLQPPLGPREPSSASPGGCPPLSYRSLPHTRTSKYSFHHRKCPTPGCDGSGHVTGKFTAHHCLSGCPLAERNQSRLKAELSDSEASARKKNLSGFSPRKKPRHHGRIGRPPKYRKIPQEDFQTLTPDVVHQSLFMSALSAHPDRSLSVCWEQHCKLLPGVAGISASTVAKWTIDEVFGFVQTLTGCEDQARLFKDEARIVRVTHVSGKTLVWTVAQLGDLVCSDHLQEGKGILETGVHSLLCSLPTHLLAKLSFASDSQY
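Displacement of a biotinylated histone H3(1-15) peptide monomethylated at Lys9 (75 nM) from L3MBTL1 (50 nM) was measured by AlphaScreen after a 30 min room-temperature compound incubation; cefsulodin titration served as intraplate control.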
RECQ1 helicase: RECQ1 (human) helicase inhibition; P46063; RECQ1 DNA unwinding, red fluorescence kinetic read; Potency, µM (highest dose often 57.3 µM), without a hit: at the highest dose activity, negative = inhibition, most hits filed as inhibitors; 240,000 compounds, 0.54% hits;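 further: plate controls were vehicle for no effect and no enzyme for full effect; nearly all actives have a fitted effect of over 30% in size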
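50 nM RECQ1T1 preincubated 15 min with compound in Tris pH 8.0 buffer with MgCl2, DTT, Tween-20 and 2.5 ug/ml poly(dI-dC); started with 200 nM TAMRA/BHQ-2 forked duplex and 2 mM ATP. Unwinding read as fluorescence (525/598 nm), two reads 2 h apart.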
ALDH1A1 block: ALDH1A1 (human) enzyme inhibition; P00352; Purified ALDH1A1, NADH fluorescence, propionaldehyde substrate; Potency, µM (titrated, usually from 75.3 µM), for inactives: at the highest dose activity, negative = inhibition, usual class: inhibitors; 220,000 compounds, 7.3% hits; active means well fitted inhibition curve with a large enough effect, not every such curve was filed as active; inconclusive means small, poorly fitted or top-dose-only effect, or another doubt; inactive means no such curve, though single readings can be large or run the other way;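 further: plate controls were no enzyme wells and a reference inhibitor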
Tau ThT inhib: tau fibrillization inhibition (ThT binding); recombinant tau K18 P301L (four-repeat tau fragment), heparin-induced fibrillization, ThT fluorescence; Potency, µM (doses to about 57.4 µM), for the others: top-dose activity, negative = inhibition, actives largely listed as inhibitors; 270,000 compounds, 2.1% hits; further: on the % scale 0 is the no-effect control and ±100 the full control effect; nearly all actives have a fitted effect of over 55% in size
Target sequence (P10636 561-689 P618L limits assumed): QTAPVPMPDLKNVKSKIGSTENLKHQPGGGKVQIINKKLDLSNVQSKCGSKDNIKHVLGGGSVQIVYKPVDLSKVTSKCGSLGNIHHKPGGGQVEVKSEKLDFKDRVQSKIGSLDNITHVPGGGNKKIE
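Heparin-induced fibrillization of the P301L-mutant K18 repeat-domain fragment of human tau was followed by ThT binding in quantitative high-throughput format.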
SMN2 splice up: SMN2 splice variant enhancement; HEK293 SMN2-luciferase splicing reporter, luminescence, 30-36 h; Potency, µM (top dose mostly 46.1 µM), inactives show at the highest dose activity change, positive = activation, usual class: activators; 210,000 compounds, 2.8% hits; further: % of control where 0% means no effect; nearly all actives have a fitted effect of over 55% in size
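HEK293 cells carry an SMN2 […]–luciferase reporter in which exon 7 inclusion puts luciferase in frame. Cells were plated 10-12 h before compound addition, then incubated 30-36 h at 37C. ONE-Glo luminescence was read; sodium butyrate at 4.5 mM final served as control.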
KinaseGlo FLuc: blocks Kinase-Glo luciferase, a counter-screen artifact. Q27757. Kinase-Glo luciferase, ATP luminescence, 8 min. Potency, µM (titrated, usually from 38.3 µM), for inactives: at the top dose activity change, negative = inhibition, usual class: inhibitors. 200,000 compounds, 0.28% hits; further: on the % scale 0 is the no-effect control and ±100 the full control effect; nearly all actives have a fitted effect of over 60% in size
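Light output from Kinase-Glo luciferase with luciferin and 10 uM ATP in 50 mM imidazole pH 7.2, KCl, MgCl2, Tween 20, BSA; compound pin-delivered, 8-min ambient incubation, then luminescence read.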
The depositor's hits bear a star; i = inactive; u = inconclusive; x = no result given; [ ] = remark or other dose. Unless noted, the call rests on the fitted dose curve; in most records, active means well fitted curve in the direction sought with a large enough effect; inconclusive means small, poorly fitted or top-dose-only effect, or another doubt; inactive means no such curve, though single readings can be large; an effect the other way counts as inactive or inconclusive. Potency means the concentration at half of the fitted maximal effect.

SMILES	LMNA splice mod	JMJD2E inh	L3MBTL1 block	RECQ1 helicase	ALDH1A1 block	Tau ThT inhib	SMN2 splice up	KinaseGlo FLuc
CC1(C)Cc2c(sc(NC(=O)COc3ccccc3)c2C#N)C(C)(C)N1	x	-6%	-6%	i	u	0%	x	-1%
CCOC(=O)C1=C(C)NC2=C(C(=O)c3ccccc32)C1c1ccc([N+](=O)[O-])o1 (stereo not given)	x	8%	-28%	-11%	u	u	x	x
O=C(CCN1CCOCC1)c1ccc2c(c1)OCCO2	-6%	-8%	42%[activator]	-3%	0.45µM*	-16%	25%	0%
COCCCNC(=S)Nc1ccc2nc3n(c(=O)c2c1)CCCCC3	8%[9.22 µM]	u	11%	-2%	-4%	-8%	-5%	-4%
CC(=O)C1=C(O)C(=O)N(c2ccc(S(N)(=O)=O)cc2)C1c1ccc([N+](=O)[O-])cc1 (stereo not given)	6%[0.0737 µM]	-17%	5%	-17%	3%	-2%	-19%	1%
CCC(C)NCCC(=O)Nc1ccc(Cl)c(S(=O)(=O)Nc2ccc(Cl)cc2)c1 (stereo not given)	u	10%	-4%	-7%	6%	-8%	-38%[inhibitor]	2%
CC1(C)OC(=O)C(=CNc2ccccn2)C(=O)O1	x	-3%	11%	-6%	u	-5%	x	x
CN(CC(=O)O)S(=O)(=O)c1ccc2c(c1)n(C)c(=O)c(=O)n2C	0%[46 µM]	u	25%	-10%	u	3%	4%	-4%
COc1ccc(CNC(=O)CN(c2ccccc2)S(=O)(=O)c2ccccc2[N+](=O)[O-])cc1	u	2%	-2%	-7%	u	-9%	x	-1%
O=C(NC1CCCC1)c1ccccc1-c1ccccc1	-2%	5%	2%	1%	-4%	-11%	-16%	-2%
COc1ccc(S(=O)(=O)N2CCOC2CNC(=O)C(=O)NCCc2c[nH]c3ccccc23)cc1C (stereo not given)	u	-4%	-13%	-10%	0%	-15%	-58%[inhibitor]	-1%
CN(C)S(=O)(=O)c1ccc(N2CCCC2)c(C(=O)NCc2ccccc2)c1	2%	u	x	-2%	u	-12%	4%	15%
COC(=O)C(/C=N/O)NC(=O)c1ccccc1 (stereo not given)	24%[46 µM]	-3%	-3%	i	-2%	0%	3%	-4%
CC(C)NC[C@H](O)c1ccc2ccccc2c1	-6%	-1%	x	-7%[25.9 µM]	3%	-2%	-6%[20.6 µM]	-3%
N#Cc1ccccc1NC(=O)CSc1nccn1CCc1ccccc1	-3%	4%	-16%	-18%	1%	-5%	u	-1%
COc1ccccc1NC(=O)CNc1ccc(F)c(Cl)c1	-17%	u	3%	-9%	-16%	0%	x	x
CC(C)CCN1CCN(C2CSCCSC2)CC1CCO (stereo not given)	x	-6%	5%	-9%	-7%	1%	x	0%
CCCCCc1ccc(OCCC[n+]2ccccc2)c(CCCCC)c1	x	11%	43%[activator]	3%	x	u	x	x
O=C(CNC(=O)c1ccc(S(=O)(=O)N2CCCC2)cc1)N/N=C/c1ccc(Cl)cc1	3%	-2%	16%	-1%	17%	18%	u	-1%
COCC1CCN(Cc2cn(-c3ccccc3F)nc2-c2cc(C)sc2C)CC1	-1%[46 µM]	-6%	-5%	u	2%	-3%	-11%	0%

Part of the list above, as labelled records.
N#Cc1ccccc1NC(=O)CSc1nccn1CCc1ccccc1
  LMNA splice mod: -3%	JMJD2E inh: 4%	L3MBTL1 block: -16%	RECQ1 helicase: -18%	ALDH1A1 block: 1%	Tau ThT inhib: -5%	SMN2 splice up: u	KinaseGlo FLuc: -1%

CC(C)CCN1CCN(C2CSCCSC2)CC1CCO (stereo not given)
  LMNA splice mod: x	JMJD2E inh: -6%	L3MBTL1 block: 5%	RECQ1 helicase: -9%	ALDH1A1 block: -7%	Tau ThT inhib: 1%	SMN2 splice up: x	KinaseGlo FLuc: 0%

CCOC(=O)C1=C(C)NC2=C(C(=O)c3ccccc32)C1c1ccc([N+](=O)[O-])o1 (stereo not given)
  LMNA splice mod: x	JMJD2E inh: 8%	L3MBTL1 block: -28%	RECQ1 helicase: -11%	ALDH1A1 block: u	Tau ThT inhib: u	SMN2 splice up: x	KinaseGlo FLuc: x

Other structures
SMILES	LMNA splice mod	JMJD2E inh	L3MBTL1 block	RECQ1 helicase	ALDH1A1 block	Tau ThT inhib	SMN2 splice up	KinaseGlo FLuc
O=C(CCCNS(=O)(=O)c1cccc2nsnc12)NCc1ccc(Cl)cc1	10%	1%	5%	i	u	-10%	-7%	-7%
Cc1cc(N)n(-c2cc(C)c3ccccc3n2)n1	2%[46 µM]	-5%	-8%	i	3%	-17%	11µM*	-18%
O=C1NC2=C(C(=O)c3ccccc32)C(c2ccccc2)N1 (stereo not given)	7%	-4%	-9%	-8%	16µM*	22µM*	-14%	2%
COC(=O)c1ccc(/C=C/c2ccc3cccc(OC)c3n2)cc1	-21%	u	46%[activator]	-5%	u	u	-4%	1%
O=C(Nc1ccc(Cl)cc1)Nc1cccnc1	-15%	7%	x	-6%	7%	9%	16%	11%
C/C(=N\Nc1nc(Cl)c(Cl)cc1Cl)c1ccc(S(=O)(=O)NCc2ccco2)cc1	u	3%	-7%	-21%	-7%	-17%	-46%[inhibitor]	-1%
Cc1ccc(NC(=O)c2cc3c(s2)CCCC3)cc1	u	-14%	11%	-10%	u	u	13µM*	3%
O=C(CSc1nc2ccccc2[nH]1)c1c[nH]c2ccccc12	x	-5%	4%	i	-3%	4%	13%	-1%
CCN(CC)C(=O)C1CCN(Cc2cccc(OCc3ccccc3)c2)CC1	u	u	-8%	i	2%	-2%	-16%	0%
COc1ccccc1C/C(N)=N/OC(=O)COc1cc(C)cc(C)c1C	-8%[46 µM]	4%	81%[activator]	i	4%	-9%	0%	5%
O=C(CN1C(=O)COc2ccccc21)NCc1ccc(C(=O)O)cc1	3%	-2%	11%	i	u	1%	8%	1%
CCc1ccc(C(N)=S)cc1	-11%[46 µM]	-7%	x	-2%	-3%	-8%	13%	-1%
NC(=O)C1(N2CCCCC2)CCN(C2CC(=O)N(Cc3cccs3)C2=O)CC1 (stereo not given)	1%	8%	x	i	-13%	-5%	4%	-3%
O=C(NCc1ccncc1)C(=O)N/N=C/c1ccc(OCc2ccccc2)cc1	-12%[46 µM]	-82%	-11%	i	4%	-2%	4%	0%
COC(=O)[C@@]1(Cc2ccc(F)cc2)[C@H]2c3cc(C(=O)N(C)C)n(C[C@H](O)CO)c3C[C@H]2CN1C(=O)c1ccccc1	10%	0%	-9%	-5%	11%	-10%	-11%	2%
OCCNC(=S)Nc1cc(Cl)cc(Cl)c1	x	0%	-5%	0%	5%	1%	x	x
O=C(N/N=C/c1cc([N+](=O)[O-])ccc1O)C1CCCCC1	-7%	7.1µM*	6%	i	-15%	u	-2%	-1%
CC(C)(C)C(=O)CCN1C(=O)C2(OCCO2)c2ccccc21	0%	-8%	x	-9%	5%	-3%	15%	6%
O=C(c1ccc2c(c1)OCO2)N1CCCC(c2ccccc2)C1 (stereo not given)	-18%	-4%	-1%	-4%	u	-9%	x	x
Cc1ccc(N(C(=O)C2CCC(=O)N2)C2(C(=O)NC3CCCC3)CCCCC2)cc1 (stereo not given)	4%	-3%	x	-6%	-6%	0%	-15%	-1%
FC(F)(F)c1cc(CCN2C(=S)NC[C@@H]2Cc2ccccc2)cc(C(F)(F)F)c1	x	1%	15%	u	0%	u	x	x
CCOc1cc(C(c2c(C)[nH][nH]c2=O)c2c(C)[nH][nH]c2=O)ccc1O	-15%	-24%	-17%	8%	u	u	u	-1%
O=C(c1ccco1)N1CCN(Cc2nc3ccc([N+](=O)[O-])cc3c(=O)n2-c2ccccc2F)CC1	6%	-4%	x	-12%	u	-24%	-2%	7%
CC(C)NC(=S)N=Nc1c(O)[nH]c2ccc([N+](=O)[O-])cc12	u	14%	u	2%	10µM*	u	-39%[inhibitor]	-2%
CCC(C)NC(=O)c1ccc2c(SCC(=O)O)c3c(nc2c1)CCCC3 (stereo not given)	0%	u	3%	-9%	u	-17%	-10%	1%
O=C(CN1CCOCC1)Nc1ccc(N2CCN(c3ccccc3)CC2)c(F)c1	u	-9%	u	3%	-5%	u	-20%	0%
O=C1CSC(c2ccccn2)N1c1ccc2ccccc2c1 (stereo not given)	16%	6%	4%	-10%	9%	0%	-33%[inhibitor]	-3%
CN(Cc1ccccc1)c1nc(-c2ccc([N+](=O)[O-])cc2)nc2ccccc12	-6%	1%	0%	-2%	-7%	u	-5%	-1%
O=C1CCCN1CC(O)CS(=O)(=O)c1ccccc1 (stereo not given)	3%	0%	1%	5%	2%	-2%	-2%	-2%
Cc1cc2ccccc2cc1CN1CCOCC1	21%	-9%	9%	i	0%	-5%	-5%	0%
OC(COc1ccc2c(c1)OCO2)CN1CCCCC1 (stereo not given)	-2%[46 µM]	-2%	x	-7%	3%	3%	11%	2%
COc1ccc(/C=C/C(=O)Nc2nonc2NC(C)=O)cc1	-14%	u	-11%	-9%	-3%	1%	3%	1%
N=C1/C(=C\c2ccc(-c3cc(Cl)cc(Cl)c3)o2)C(=O)N=C2SC=C(c3ccccc3)N12	-14%	6%	-9%	-4%	3%	4µM*	-17%	1%
COc1cc(/C=N/NC(=O)c2sc3nc(C)cc(C)c3c2N)ccc1O	x	u	13%	-3%	x	u	x	x
COc1cc2c3c(c1)C(C)=CC(C)(C)N3C(=O)C2=O	u	-21%	-7%	i	3.5µM*	u	x	-2%
O=C(NC1CCCCNC1=O)c1ccccc1 (stereo not given)	x	5%	2%	i	x	6%	x	x
Cc1ccc2cc(CCNC(=O)c3cccc([N+](=O)[O-])c3)c(=O)[nH]c2c1	u	-2%	x	-12%	-13%	u	-9%	0%
O=S(=O)(N1CCCCC1)N1CCN(c2ccc(F)cc2)CC1	-13%	0%	-4%	-5%	u	2%	11%	1%
CCCOc1cccc(NC(=O)c2cc(C)oc2C)c1	u	-2%	8%	i	2%	-15%	-16%	1%
NS(=O)(=O)c1ccc(CCNC(=O)c2cc(-c3ccccc3)nc3ccccc23)cc1	u	u	6%	u	24%	-12%	-7%	1%
CC(=O)Oc1ccc(N2C(=O)C3C(C2=O)C2C=CC3C23CC3)cc1[N+](=O)[O-] (stereo not given)	x	-7%	-1%	i	7.9µM*	u	-7%	2%

Only part of the results is shown, so the mix of outcomes need not match the whole.
